# TNAP activators = stimulation of alkaline phosphatase TNAP activity – biochemical, luminescent, no phosphate acceptor, uHTS, primary screen (AID 1001); actives 0.03% (n = 200,000); purified TNAP, luminescent activation assay, no phosphate acceptor; higher activation fold means a stronger effect; one-dose activation fold at 20 µM; EC50 in µM for titrated hits; in the data active means activation fold from about 3, or a potency from the dose series; inactive means the rest, 99 in 100 with activation fold below about 1.6; further: many of its hits are not listed in these tables
# LYP phosphatase = inhibitors of LYP phosphatase, biochemical, fluorescence intensity, uHTS (AID 1779); recombinant LYP phosphatase, fluorescence intensity; higher % means a stronger effect; inhibition, % at 11.5 µM, or IC50 in µM where a hit was titrated; actives 0.054% (n = 290,000);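 further: plate controls were vehicle with enzyme for no effect and no enzyme for full effect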
# NOD2 inhibition = NOD2 signaling inhibitors, cell-based, luminescence, uHTS, HEK293 (AID 1566); HEK293 NOD2/NF-kB luciferase reporter, luminescence; higher % means a stronger effect; actives 0.63% (n = 290,000); one-dose inhibition, % at 4 µM; EC50 in µM for titrated hits; further: many of its hits are not listed in these tables
# KOR beta-arrestin-1 = KOR agonists, beta-arrestin recruitment, primary screen, cell-based, luminescence, uHTS (AID 1777); KOR beta-arrestin recruitment, luminescence; higher % means a stronger effect; one-dose activation, % at 10 µM; EC50 in µM for titrated hits; actives 0.02% (n = 280,000); in the data active means activation above about 50%, passing the limit was not always enough; further: a part of the inactive calls stands beside numbers as strong as those of hits
# PMI inhibition = MPI inhibition at elevated mannose 6-phosphate – biochemical, fluorescence intensity, high mannose 6-phosphate, primary screen (AID 1220). recombinant PMI enzyme, coupled fluorescence intensity; higher % means a stronger effect. one-dose inhibition, % at 20 µM; IC50 in µM for titrated hits. actives 0.66% (n = 190,000)
# NOD1 inhibition = inhibition of NOD1-driven NF-kB reporter – cell-based, luminescence, uHTS, primary screen (AID 1578). NOD1-driven NF-kB luciferase reporter cells, luminescence; higher % means a stronger effect. actives 1% (n = 290,000). inhibition, % at 4 µM, or EC50 in µM where a hit was titrated; in the data active means inhibition mostly above about 36%, no sharp cut-off; inactive means mostly below about 34%;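 further: HEK-293T reporter cells stimulated with the NOD1 agonist gamma-tri-DAP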
# KOR beta-arrestin-2 = kappa opioid receptor blockers – cell-based, luminescence, uHTS (AID 1778). KOR beta-arrestin recruitment, luminescence, antagonist mode; higher % means a stronger effect. actives 0.091% (n = 290,000). inhibition, % at 10 µM; hits with a dose series show IC50 in µM; further: strong numbers were not always called active
# XIAP antagonists = XIAP antagonists, biochemical, IAP family, fluorescence polarization (AID 1018). XIAP BIR domain, fluorescence polarization peptide displacement; higher % means a stronger effect. one-dose displacement, % at 20 µM; IC50 in µM for titrated hits. actives 0.007% (n = 200,000); in the data active means displacement above about 50%; further: a part of the inactive calls stands beside numbers as strong as those of hits
# human PMI inhibition = inhibitors of human PMI, primary screen, biochemical, fluorescence intensity, coupled assay (AID 1209) | purified PMI enzyme, coupled fluorescence intensity; higher % means a stronger effect | inhibition, % at 20 µM, or IC50 in µM where a hit was titrated | actives 0.42% (n = 190,000);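 further: plate controls were DMSO vehicle for no effect and wells lacking substrate for full effect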
# Starred values were filed as active, the others as inactive; · = no result given; [ ] = another dose, or the depositor's remark. Unless noted, no stated cut-off is given here; in the data, active means inhibition above about 50%; inactive means the rest.
SMILES,TNAP activators,LYP phosphatase,NOD2 inhibition,KOR beta-arrestin-1,PMI inhibition,NOD1 inhibition,KOR beta-arrestin-2,XIAP antagonists,human PMI inhibition
O=C(COC(=O)c1cc(-c2cccs2)nc2ccccc12)NC1CCS(=O)(=O)C1 (stereo not given),1.1,-8%,13%,-6.6%,-8%,-14%,10%,1.5%,-6%
COc1ccc(Nc2nnc(Cc3ccccc3)c(=O)[nH]2)c(OC)c1,1.1,-4%,24%,-1.5%,21%,20%,32%,-4.1%,4%
Cc1cc(C)n(CC(C)O)c(=O)c1C#N (stereo not given),1,-8%,15%,-7.0%,8%,-2%,37%,-1.9%,0%
NC(=NCCc1c[nH]c2ccccc12)NC(=O)c1ccc(Cl)cc1,1,-14%,-37%,·,14%,15%,-32%[20 µM],-2.9%,16%
COc1cc(CO)cc(-c2cc(CO)cc(OC)c2OC)c1OC,1,-3%,1%,-0.3%,12%,-28%,3%,-0.6%,9%
CCOc1ccc(-c2csc(NC(=O)c3ccc(S(=O)(=O)N4CCc5ccccc5C4)cc3)n2)cc1,1,1%,8%,1.0%,2%,-32%,-38%,-5.6%,10%
CCCCN(C)C(=O)c1cccc(OC2CCN(CC(C)(C)C)CC2)c1,·,-10%,-6%,2.0%,·,56%,-26%[20 µM],·,·
O=C(Nc1ccccc1)N1CCSc2cc(Cl)ccc21,1.1,-5%,10%,5.1%,32%,0%,-29%,-2.4%,0%
COc1cccc(CC(=O)Nc2ncc(C)s2)c1,·,-10%,-15%,3.9%,·,-12%,-37%,·,·
CCc1ccc(NC(=O)N2CCN(c3ccc(F)cc3)CC2)cc1,1.1,-3%,3%,1.6%,10%,-4%,15%,·,7%
CC(C)(C)NC(=O)C1CC(=O)OC12CCOC(C)(C)C2 (stereo not given),1,2%,-8%,3.8%,1%,-35%,-20%[20 µM],1.5%,-2%
C(=C\c1nc(-c2cccnc2)no1)/c1ccccc1,1.1,4%,-76%,·,·,-57%,-12%[20 µM],-1.3%,·
COC(=O)c1ccc(Sc2ccccc2NS(=O)(=O)c2ccc(NC(C)=O)cc2)nc1,1,-4%,6%,-2.4%,10%,-8%,8%,-3.5%,10%
CC(=O)c1cccc(N=Cc2c(O)c3ccccc3oc2=O)c1,·,-6%,5%,-2.8%,·,-23%,6%,·,·
C/C(=C\C(=S)Nc1ccccc1)Nc1cccc2ccccc12,0.9,2%,10%,6.8%,61%*,2%,9%,-8.0%,47%
COc1cccc(-n2nnnc2SCC(=O)NCCc2ccc(OC)c(OC)c2)c1,1.1,-4%,19%,·,0%,-25%,-9%[20 µM],-1.2%,-2%
COc1ccc(NC(=O)CSc2nnc(-c3cccnc3)o2)cc1,0.9,-4%,4%,-6.9%,1%,-10%,12%,-6.0%,-1%
CCCCCCC1/C(=N\NC(=O)c2ccccc2)CCC1C(=O)OC (stereo not given),·,-4%,4%,-2.7%,·,5%,17%,·,·
Cc1cccc(OC(=O)C2C(c3ccccc3)C(C(=O)O)C2c2ccccc2)c1 (stereo not given),1.1,-5%,10%,-2.3%,4%,2%,-107%,-3.8%,6%
Cc1ccc(NNC(=O)c2c(C)noc2C)cc1Cl,·,-5%,-170%,·,·,-13%,-1%,·,·
COc1ccccc1C(=O)NC(C)c1cccc2ccccc12 (stereo not given),·,-7%,-2%,-3.1%,·,14%,-12%,·,·
Cc1cc([N+](=O)[O-])ccc1NC(=O)c1csc(C)c1C,·,-2%,-90%,-3.5%,·,-112%,5%,·,·
N#CCN(CC#N)C(=O)C1c2ccccc2Oc2ccccc21,·,-4%,7%,-1.6%,·,-31%,-6%,·,·
CCOc1cc(NC(=O)c2cccs2)c(OCC)cc1NC(=O)c1ccccn1,1.1,-7%,12%,·,·,-58%,-475%[20 µM],2.2%,·
C#CCOCCOCCOCCNc1nc(N2CCN(C(=O)[C@H](CCCCN)n3cc(C(N)CO)nn3)CC2)nc(N2CCN(C(=O)[C@H](CCC(=O)O)n3cc(C(N)Cc4ccc(O)cc4)nn3)CC2)n1 (stereo not given in full),·,-7%,8%,·,·,1%,45%,·,·
COc1ccc(N/C(=C(/C(Cl)=C(Cl)Cl)[N+](=O)[O-])n2nnc3ccccc32)cc1,1.1,0%,1%,1.4%,-78%,-22%,2%,-1.5%,-49%
CC(=O)c1ccc(N2CCN(CC(=O)NCc3ccccc3)CC2)cc1,·,-4%,7%,-6.6%,·,-9%,-8%,·,·
COc1ccc(/C=C/C(=O)NCC(=O)N/N=C(/CCC(=O)O)c2ccccc2)cc1,·,-4%,-4%,·,·,-13%,12%,·,·
COc1ccc(S(=O)(=O)Nc2nc3c(s2)C(=O)CC(C)(C)C3)cc1,·,-8%,2%,-5.9%,·,-17%,21%,·,·
COc1cc(CN2CCCC(N3CCN(c4ccccc4C)CC3)C2)ccc1O (stereo not given),·,-18%,-3%,-4.5%,·,13%,-18%[20 µM],·,·
Cc1csc(C(C#N)C(=O)c2ccc(S(=O)(=O)N3CCCC3)cc2)n1 (stereo not given),1.2,-5%,15%,3.4%,4%,8%,-3%,-2.4%,4%
Cc1ccc(-c2cc(=O)[nH][nH]2)c(C)c1,1.1,-7%,-1%,-3.2%,8%,-14%,22%,-1.3%,5%
COCCNC(=O)c1cn(C)c2ccc(S(=O)(=O)N3CCCCC3)cc2c1=O,·,-9%,12%,-1.3%,·,16%,-29%,·,·
CC(C)c1ccc(NC(=O)c2cc3c(=O)n(C)c4ccccc4c3n2C)cc1,·,7%,44%,-1.2%,·,1%,-12%,·,·
NCCNc1cc(N2CCCC2)ccc1[N+](=O)[O-],0.9,2%,5%,-1.5%,16%,-28%,-1%,-7.3%,10%
C=CCN1CCN(C(=O)CCCc2ccccc2)CC1,·,-7%,-7%,2.3%,·,4%,-46%[20 µM],·,·
CCOc1ccc(/C=C2\SC(=S)N(Nc3ccccc3)C2=O)cc1OC,0.9,4%,-8%,5.3%,18%,18%,5%,0.6%,5%
CCOc1cc(/C=N/NC(=O)c2cccnc2)ccc1OCC(=O)N(C)C,1,3%,-2%,-7.4%,1%,-22%,-5%,-3.8%,-1%
NNC(=O)C1CC1c1ccc(Cl)cc1 (stereo not given),1.1,-4%,-9%,3.2%,5%,-36%,-47%,-4.8%,11%
O=C(c1ccccc1NS(=O)(=O)c1ccccc1)N1CCCCCC1,·,-10%,5%,-0.4%,·,7%,-10%[20 µM],·,·

# A second format for some results above.
Cc1csc(C(C#N)C(=O)c2ccc(S(=O)(=O)N3CCCC3)cc2)n1 (stereo not given)
  TNAP activators: 1.2; LYP phosphatase: -5%; NOD2 inhibition: 15%; KOR beta-arrestin-1: 3.4%; PMI inhibition: 4%; NOD1 inhibition: 8%; KOR beta-arrestin-2: -3%; XIAP antagonists: -2.4%; human PMI inhibition: 4%

Cc1ccc(-c2cc(=O)[nH][nH]2)c(C)c1
  TNAP activators: 1.1; LYP phosphatase: -7%; NOD2 inhibition: -1%; KOR beta-arrestin-1: -3.2%; PMI inhibition: 8%; NOD1 inhibition: -14%; KOR beta-arrestin-2: 22%; XIAP antagonists: -1.3%; human PMI inhibition: 5%

COCCNC(=O)c1cn(C)c2ccc(S(=O)(=O)N3CCCCC3)cc2c1=O
  TNAP activators: ·; LYP phosphatase: -9%; NOD2 inhibition: 12%; KOR beta-arrestin-1: -1.3%; PMI inhibition: ·; NOD1 inhibition: 16%; KOR beta-arrestin-2: -29%; XIAP antagonists: ·; human PMI inhibition: ·

CC(C)c1ccc(NC(=O)c2cc3c(=O)n(C)c4ccccc4c3n2C)cc1
  TNAP activators: ·; LYP phosphatase: 7%; NOD2 inhibition: 44%; KOR beta-arrestin-1: -1.2%; PMI inhibition: ·; NOD1 inhibition: 1%; KOR beta-arrestin-2: -12%; XIAP antagonists: ·; human PMI inhibition: ·

# The list goes on:
SMILES,TNAP activators,LYP phosphatase,NOD2 inhibition,KOR beta-arrestin-1,PMI inhibition,NOD1 inhibition,KOR beta-arrestin-2,XIAP antagonists,human PMI inhibition
CCCC1=NN(C(=O)Cc2ccc(OC)cc2)C(O)(C(F)(F)F)C1 (stereo not given),1,-5%,13%,-3.0%,-1%,-33%,26%,-0.1%,4%
COc1ccccc1/C=C/C=N/n1c(-c2ccc(Cl)cc2Cl)n[nH]c1=S,·,3%,-32%,·,·,20%,-25%,·,·
COc1ccc(C(=O)N2CCCC(c3nc(-c4cccs4)no3)C2)cc1OC (stereo not given),1.1,-3%,-5%,5.1%,2%,-20%,-27%,1.8%,-2%
COc1ccccc1CCNC(=O)CSc1nnc2ccc(-c3cccnc3)nn12,1.1,-3%,7%,-1.2%,0%,-11%,4%,1.1%,1%
O=C(NC1CCCCNC1=O)c1ccc(Cl)cc1 (stereo not given),1.1,-7%,4%,4.0%,-9%,16%,0%,-3.5%,-17%
O=C(NC(=S)Nc1ccc(S(=O)(=O)Nc2nccs2)cc1)c1cccc(F)c1,0.9,-5%,8%,-8.8%,-6%,-16%,2%,-1.3%,2%
Cn1c(C(=O)N(Cc2ccccc2)Cc2ccccn2)cc2sccc21,1.1,2%,-1%,-3.9%,4%,-9%,1%,-8.0%,8%
Cc1cc(NS(=O)(=O)c2ccccc2)n(-c2ccccc2)n1,1.3,0%,5%,0.3%,0%,-23%,19%,-3.8%,5%
O=C1CCC(C(=O)N2CCCCO2)CN1Cc1cccc(C(F)(F)F)c1 (stereo not given),·,-10%,18%,0.2%,·,-4%,4%,·,·
CS(=O)(=O)N1CCCC(C(=O)NCc2cccs2)C1 (stereo not given),1.1,-8%,11%,-4.4%,2%,0%,20%,-2.1%,0%
CCC(C)C(=O)Nc1nccs1 (stereo not given),1.1,-2%,16%,·,-11%,-9%,-2%[20 µM],-4.9%,-2%
CC(C)(C)c1ccc(C(=O)N/C(=C\c2cccs2)C(=O)NCc2ccco2)cc1,1,3%,0%,3.1%,16%,-2%,-29%,-13%,14%
CCOC(=O)N1CCN(C(=O)Cn2cnc3ccccc3c2=O)CC1,1,-6%,-4%,-4.9%,3%,-8%,-32%[20 µM],-11%,8%
c1ccc(OCc2nnc3n2CCCCC3)cc1,·,-10%,-22%,3.7%,·,19%,-28%,·,·
O=c1nc(N2CCOCC2)nc(N/N=C/c2ccc3c(c2)OCO3)[nH]1,1,2%,10%,6.6%,-7%,-27%,-26%,-4.3%,-14%
COC(C[C@@H]1O[C@@H]1[C@H](O)COCc1ccccc1)OC,·,-12%,3%,3.8%,·,-5%,4%,·,·
COc1ccc(-c2[nH]ncc2CN2CCC(OCc3ccccc3)CC2)c(F)c1,0.5,-6%,-5%,·,5%,-30%,-46%[20 µM],-2.9%,10%
COC(=O)c1c(NC(=O)c2ccco2)sc(C(=O)N(C)C)c1C,1.2,5%,11%,-0.4%,1%,-24%,18%,0.3%,-2%
CC(=O)N1CCOc2ccc(S(=O)(=O)N(C)c3ccc(C)cc3)cc21,·,-3%,13%,8.1%,·,25%,-41%,·,·
NS(=O)(=O)c1ccc(CCNS(=O)(=O)Cc2ccc(Cl)cc2)cc1,·,-12%,12%,2.2%,·,30%,-31%[20 µM],·,·
O=C1NC2(CCSC2)C(=O)N1CC(=O)N(Cc1ccccc1)C1CCS(=O)(=O)C1 (stereo not given),·,-10%,12%,1.4%,·,6%,19%,·,·
COc1ccc(C(C(=O)NCc2ccccc2)N(C(=O)c2snc(C(N)=O)c2N)C2CCCC2)cc1 (stereo not given),·,-6%,10%,-1.6%,·,24%,-14%,·,·
COc1cc(OC)c(CN2CCC(CO)(CCOc3ccccc3)CC2)c(OC)c1,1.1,-12%,7%,·,-3%,-14%,6%[20 µM],-7.0%,-6%
NC(=O)COC(=O)/C=C/c1ccccc1[N+](=O)[O-],1.4,-5%,9%,-2.1%,0%,4%,32%,-6.4%,-4%
CC(C)(C)c1ccc(S(=O)(=O)Nc2ccccn2)cc1,1.1,-5%,2%,-4.5%,5%,3%,-41%[20 µM],-1.0%,-10%

# Bioassay records as filed in PubChem BioAssay.

# A portion of the library. The share of hits here may be higher or lower than overall.
